Source: PubChem BioAssay
Bcl-B displacement: displacers of TR3 peptide from Bcl-B, primary screen, selectivity assay for Bfl-1 inhibitor project, biochemical, fluorescence polarization. displacement, % at 20 µM; hits with a dose series show IC50 in µM. 0.11% of 96,000 active. FP displacement of FITC-TR3 peptide from Bcl-B; higher % means a stronger effect. AID 748;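 active = displacement above 50% at 20 µM plus a fluorescence interference ratio under 1.5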;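 also: plate controls were wells without compound for no effect and wells lacking Bcl-B protein for full effect; a part of the inactive calls stands beside numbers as strong as those of hits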
PLAP inhibitors HTS: PLAP enzyme inhibitors, biochemical, luminescence, HTS (AID 690). purified PLAP, luminescent substrate; higher % means a stronger effect. inhibition, % at 20 µM; hits with a dose series show IC50 in µM. 0.08% of 96,000 active; in the data active = a potency from the dose series; inactive = the rest, 99 in 100 with inhibition below about 30%; also: strong numbers were not always called active
IL1B NFkB pot: enhances IL-1B driven NFkB nuclear translocation | 0.3% of 94,000 active | HUVEC IL-1B NFkB p65 nuclear translocation imaging | AID 819 | activation, % at 2 µM;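 active = activation above 40%, about the mean plus 3 SD, also judged a hit on visual image review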;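 also: percent activation is computed from the nuclear over cytoplasmic p65 intensity ratio; values of inactives mirror those of a sister screen read the other way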
IL1B NFkB inh: blocks IL-1B driven NFkB nuclear translocation in HUVEC cells; HUVEC IL-1B NFkB p65 nuclear translocation imaging; inhibition, % at 2 µM; 0.43% of 94,000 active; AID 796;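 active = inhibition above about 30% together with a positive call from visual inspection of the well image, limit read from the data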;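 also: nuclear over cytoplasmic p65 intensity ratio measured by imaging; 0% = IL-1B stimulated DMSO wells and 100% = unstimulated DMSO wells; values of inactives mirror those of a sister screen read the other way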
MRP resist rev: compounds reversing MRP-mediated drug resistance; AID 602; 0.04% of 85,000 active; H69AR cells + 2 uM doxorubicin, CellTiter-Glo, 72 h; differential viability (reversal), % at 10 µM;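 active = viability drop by adding the cancer drug above about 55%, with treated viability meeting a 40% cutoff, limit read from the data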;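 also: viability without doxorubicin minus viability with 2 µM doxorubicin for each compound; larger differential means the compound sensitizes cells more to doxorubicin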
MRP resist rev cytotoxicity: further read-out of MRP resist rev, marked with its call; viability, %; H69AR cells, CellTiter-Glo, 72 h; measured here: cytotoxicity without doxorubicin
MRP resist rev with doxorubicin: second read-out of MRP resist rev, no call of its own (marks repeat the call); viability, %; measured here: viability with 2 uM doxorubicin; active compounds read low
IL1B NFkB inh cell count 2 µM: second read-out of IL1B NFkB inh, no call of its own (marks repeat the call); cell count; measured here: cells passing quality filter;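 raw number of nuclei counted in each imaged well without normalization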
IL1B NFkB pot cell count 2 µM: also measured in IL1B NFkB pot; calls as there; cell count; measured here: cells passing quality filter
Active calls of the source: *; nt = no result given.

Field names: A = Bcl-B displacement; B = PLAP inhibitors HTS; C = IL1B NFkB pot; D = IL1B NFkB pot cell count 2 µM; E = IL1B NFkB inh; F = IL1B NFkB inh cell count 2 µM; G = MRP resist rev; H = MRP resist rev cytotoxicity; I = MRP resist rev with doxorubicin
> O=C(C1CCCCC1)N1CCN(c2ncccn2)CC1
  A: 1%	B: -29%	C: 21	D: 196	E: -21	F: 196	G: 13	H: 107	I: 94
> O=C(COc1ccc(Cl)cc1)NCc1nnc(SCC(=O)Nc2ccccc2)o1
  A: 1%	B: 3%	C: 25	D: 175	E: -25	F: 175	G: -2	H: 96	I: 98
> CN(Cc1cc2ccccc2[nH]c1=O)S(=O)(=O)c1ccccc1
  A: -3%	B: 5%	C: 21	D: 138	E: -21	F: 138	G: 17	H: 91	I: 75
> O=C(CCN1CCN(CC(=O)Nc2ccccc2Cl)CC1)Nc1ccccc1F
  A: -3%	B: -32%	C: -8	D: 137	E: 8	F: 137	G: -5	H: 85	I: 91
> N#Cc1nc(-c2ccc(OCc3ccc(Cl)cc3)cc2)oc1NCc1cccnc1
  A: 0%	B: 2%	C: 9	D: 173	E: -8	F: 173	G: 6	H: 97	I: 90
> CSCCNC(C)=O
  A: 0%	B: 8%	C: 6	D: 219	E: -6	F: 219	G: -7	H: 104	I: 111
> Cc1oc(-c2ccccc2F)nc1CS(=O)(=O)CC(=O)N1CCN(c2ccccc2)CC1
  A: -8%	B: -44%	C: -2	D: 172	E: 2	F: 172	G: -3	H: 86	I: 89
> Cc1ccc(-c2noc(-c3ccccc3Br)n2)cc1
  A: -4%	B: 26%	C: -13	D: 196	E: 13	F: 196	G: -2	H: 91	I: 94
> CN=c1sc2ccccc2n1CC(O)COc1ccccc1 (stereo not given)
  A: 0%	B: -28%	C: 3	D: 122	E: -3	F: 122	G: 16	H: 81	I: 65
> CSCCC1NC(=O)NC1=O (stereo not given)
  A: 13%	B: 12%	C: nt	D: nt	E: nt	F: nt	G: 3	H: 88	I: 86
> COC(=O)c1nc(NC(=O)C(C)(C)C)n[nH]1
  A: -21%	B: 17%	C: -3	D: 138	E: 3	F: 138	G: nt	H: nt	I: nt
> Cc1ccccc1Cn1cc(NC(=O)CSc2nc3c(c(C(F)(F)F)n2)CCc2ccccc2-3)cn1
  A: -6%	B: -25%	C: -9	D: 122	E: 9	F: 122	G: nt	H: nt	I: nt
> Cc1cc(C)n(C(=O)COc2c(C)cccc2C)n1
  A: -3%	B: -26%	C: 2	D: 117	E: -2	F: 117	G: 11	H: 102	I: 91
> O=C(NCc1nc2ccccc2[nH]1)c1ccc(S(=O)(=O)N2CCOCC2)cc1
  A: 7%	B: -90%	C: -4	D: 139	E: 4	F: 139	G: 17	H: 88	I: 71
> CC(C)C(=O)c1cc2c(cc1NC(=O)c1ccccc1)OCCO2
  A: -4%	B: 3%	C: -5	D: 174	E: 5	F: 174	G: -8	H: 75	I: 83
> O=C(O)c1ccc(CNc2ccccc2C(=O)O)cc1
  A: 4%	B: -2%	C: -1	D: 157	E: 1	F: 157	G: -11	H: 99	I: 110
> CCCCCOC(=O)C1=C(C)Nc2nnnn2C1c1ccccc1Cl (stereo not given)
  A: 1%	B: -34%	C: -24	D: 145	E: 24	F: 145	G: 4	H: 41	I: 37
> CC(=O)c1coc2c1cc(O)c1ccccc12
  A: -7%	B: 7%	C: 11	D: 159	E: -11	F: 159	G: 1	H: 87	I: 86
> COC(=O)Nc1ccc(S(=O)(=O)N2CCCCC2C(=O)NCc2ccco2)cc1 (stereo not given)
  A: 2%	B: -8%	C: 1	D: 147	E: 0	F: 147	G: nt	H: nt	I: nt
> CCC(=O)OCCNc1cc(Sc2nc3ccccc3s2)c2nonc2c1[N+](=O)[O-]
  A: -21%	B: -17%	C: 3	D: 140	E: -3	F: 140	G: 0	H: 1	I: 1
> CCCC(=O)n1nc(-c2ccc(Cl)cc2)nc1SC
  A: -5%	B: 17%	C: 6	D: 168	E: -6	F: 168	G: 4	H: 80	I: 77
> COc1ccccc1NC(=O)C1=C(C)Nc2nnnn2C1c1ccncc1 (stereo not given)
  A: 6%	B: -6%	C: -3	D: 114	E: 3	F: 114	G: 11	H: 98	I: 86
> O=C1N(CCCN2C(=O)C3(OCCO3)c3ccccc32)c2ccccc2C12OCCO2
  A: 10%	B: -10%	C: -3	D: 110	E: 2	F: 110	G: -7	H: 77	I: 84
> O=C(Nc1ccc(Cl)cc1)[C@@H]1[C@@H]2C(=O)N(c3ccc4ccccc4c3)C(=O)[C@@H]2[C@H]2C=CC=NN21
  A: 4%	B: -59%	C: -16	D: 127	E: 16	F: 127	G: 7	H: 82	I: 74
> C=CCSc1nnc(-c2c[nH]c3ccccc23)n1CCOC
  A: 19%	B: -12%	C: 10	D: 116	E: -10	F: 116	G: 8	H: 89	I: 81

For reference, 10 of the compounds above:
Field names: A = Bcl-B displacement; B = PLAP inhibitors HTS; C = IL1B NFkB pot; D = IL1B NFkB pot cell count 2 µM; E = IL1B NFkB inh; F = IL1B NFkB inh cell count 2 µM; G = MRP resist rev; H = MRP resist rev cytotoxicity; I = MRP resist rev with doxorubicin
> O=C(C1CCCCC1)N1CCN(c2ncccn2)CC1
  A: 1%	B: -29%	C: 21	D: 196	E: -21	F: 196	G: 13	H: 107	I: 94
> O=C(COc1ccc(Cl)cc1)NCc1nnc(SCC(=O)Nc2ccccc2)o1
  A: 1%	B: 3%	C: 25	D: 175	E: -25	F: 175	G: -2	H: 96	I: 98
> CN(Cc1cc2ccccc2[nH]c1=O)S(=O)(=O)c1ccccc1
  A: -3%	B: 5%	C: 21	D: 138	E: -21	F: 138	G: 17	H: 91	I: 75
> O=C(CCN1CCN(CC(=O)Nc2ccccc2Cl)CC1)Nc1ccccc1F
  A: -3%	B: -32%	C: -8	D: 137	E: 8	F: 137	G: -5	H: 85	I: 91
> N#Cc1nc(-c2ccc(OCc3ccc(Cl)cc3)cc2)oc1NCc1cccnc1
  A: 0%	B: 2%	C: 9	D: 173	E: -8	F: 173	G: 6	H: 97	I: 90
> CSCCNC(C)=O
  A: 0%	B: 8%	C: 6	D: 219	E: -6	F: 219	G: -7	H: 104	I: 111
> Cc1oc(-c2ccccc2F)nc1CS(=O)(=O)CC(=O)N1CCN(c2ccccc2)CC1
  A: -8%	B: -44%	C: -2	D: 172	E: 2	F: 172	G: -3	H: 86	I: 89
> Cc1ccc(-c2noc(-c3ccccc3Br)n2)cc1
  A: -4%	B: 26%	C: -13	D: 196	E: 13	F: 196	G: -2	H: 91	I: 94
> CN=c1sc2ccccc2n1CC(O)COc1ccccc1 (stereo not given)
  A: 0%	B: -28%	C: 3	D: 122	E: -3	F: 122	G: 16	H: 81	I: 65
> CSCCC1NC(=O)NC1=O (stereo not given)
  A: 13%	B: 12%	C: nt	D: nt	E: nt	F: nt	G: 3	H: 88	I: 86

The listing continues.
Field names: A = Bcl-B displacement; B = PLAP inhibitors HTS; C = IL1B NFkB pot; D = IL1B NFkB pot cell count 2 µM; E = IL1B NFkB inh; F = IL1B NFkB inh cell count 2 µM; G = MRP resist rev; H = MRP resist rev cytotoxicity; I = MRP resist rev with doxorubicin
> CCCOc1cccc(C2/C(=C(/O)c3ccccc3)C(=O)C(=O)N2CCN(C)C)c1 (stereo not given)
  A: -4%	B: -66%	C: -3	D: 62	E: 3	F: 62	G: 0	H: 90	I: 90
> CN(C)S(=O)(=O)c1ccc2oc(SCC(N)=O)nc2c1
  A: 21%	B: 5%	C: 10	D: 163	E: -10	F: 163	G: nt	H: nt	I: nt
> CCC(C)N1C(=O)c2ccccc2C1C(=O)NC1CCCCCC1 (stereo not given)
  A: -6%	B: 4%	C: 9	D: 199	E: -9	F: 199	G: 11	H: 92	I: 81
> COc1c(Br)cc2c(C)c(C(=O)N3CCOCC3)oc2c1Br
  A: -1%	B: 6%	C: nt	D: nt	E: nt	F: nt	G: -12	H: 68	I: 80
> CC(C)(C)OC(=O)NCCc1nnc(SCc2c(Cl)cccc2Cl)o1
  A: -2%	B: -69%	C: -13	D: 156	E: 13	F: 156	G: 7	H: 88	I: 81
> CCOC(=O)CSCC(=O)Nc1cc(C)ccc1C
  A: -18%	B: 5%	C: 26	D: 180	E: -26	F: 180	G: -17	H: 93	I: 110
> COc1ccc(NC(=O)CSc2nnc(-c3ccccc3)n2Cc2ccco2)cc1OC
  A: -6%	B: -24%	C: 5	D: 166	E: -5	F: 166	G: -7	H: 75	I: 82
> Cc1ccc(C(=O)Nc2ccccc2C(N)=O)o1
  A: -5%	B: 23%	C: -2	D: 117	E: 2	F: 117	G: -19	H: 74	I: 93
> CCn1nnc(NC(=O)c2cc(Cl)c(OC)c(Cl)c2)n1
  A: 2%	B: 18%	C: -3	D: 141	E: 3	F: 141	G: -6	H: 98	I: 104
> COc1ccc(-c2nc3n(n2)C(c2ccncc2)C(C(N)=O)=C(C)N3)cc1 (stereo not given)
  A: -12%	B: 2%	C: 6	D: 177	E: -6	F: 177	G: -2	H: 91	I: 93
> CCOC(=O)c1ccc(N2C(=O)CC(N3CCOCC3)C2=O)cc1 (stereo not given)
  A: -4%	B: -14%	C: 4	D: 142	E: -4	F: 142	G: 4	H: 88	I: 84
> c1ccc2c3c(cc(N4CCOCC4)c2c1)OC1(N2CCOCC2)CCCCC1O3 (stereo not given)
  A: -11%	B: -57%	C: -6	D: 102	E: 6	F: 102	G: 9	H: 85	I: 76
> CCOc1ccc(NC(=O)CC2NCCNC2=O)cc1 (stereo not given)
  A: -3%	B: 8%	C: 3	D: 114	E: -3	F: 114	G: -41	H: 54	I: 94
> Cc1cc(/C=N/NC(=O)Cn2c3ccccc3c(=O)c3ccccc32)c(C)n1-c1ccccc1
  A: -15%	B: -24%	C: 11	D: 156	E: -11	F: 156	G: nt	H: nt	I: nt
> Cn1c(SCc2cccc(F)c2)nnc1-c1ccccn1
  A: 5%	B: 17%	C: 6	D: 183	E: -6	F: 183	G: 13	H: 96	I: 82
> Cc1ccc(NC(=O)c2sccc2-n2cccc2)c(C)c1
  A: 5%	B: 36%	C: -2	D: 180	E: 2	F: 180	G: 15	H: 110	I: 95
> COc1ccc2c(CC(=O)N(C)CC3COc4ccccc4O3)coc2c1 (stereo not given)
  A: -2%	B: -83%	C: 0	D: 180	E: 0	F: 180	G: 4	H: 92	I: 88
> C=CCc1cccc(CNc2nc3ccccc3n2CCN2CCOCC2)c1O
  A: -11%	B: 13%	C: 1	D: 109	E: -1	F: 109	G: -5	H: 75	I: 80
> Cc1c(C(=O)N2CCCC2)sc(NC(=O)c2ccccc2)c1C#N
  A: nt	B: nt	C: -1	D: 162	E: 1	F: 162	G: -2	H: 81	I: 83
> Cc1cc(=O)oc2cc(OCC(=O)NCc3ccncc3)ccc12
  A: 1%	B: 4%	C: -1	D: 166	E: 1	F: 166	G: 2	H: 81	I: 79
> COc1ccc(-n2cnc3cc(NS(=O)(=O)c4ccc(C)cc4)ccc32)cc1
  A: -8%	B: -67%	C: 2	D: 171	E: -2	F: 171	G: 7	H: 79	I: 72
> Cc1n[nH]c(C)c1S(=O)(=O)N(CC(=O)NC1CCCC1)c1ccc(C(C)C)cc1
  A: -8%	B: -134%	C: -1	D: 61	E: 1	F: 61	G: -14	H: 61	I: 74
> CCOC(=O)C1=C(CN2CCc3ccccc32)NC(=O)NC1c1ccc(Cl)cc1 (stereo not given)
  A: -8%	B: -19%	C: -4	D: 144	E: 4	F: 144	G: -11	H: 48	I: 59
> COC(=O)c1ccccc1NC(=O)CSc1ccc(C)cc1
  A: nt	B: nt	C: -13	D: 116	E: 13	F: 116	G: 7	H: 81	I: 74
> COc1ccc2nc(SCC(N)=O)cc(C)c2c1
  A: -2%	B: 27%	C: nt	D: nt	E: nt	F: nt	G: 23	H: 97	I: 74
> O=C(Nc1cccc(F)c1)N1CC=C(n2c(=O)[nH]c3ccccc32)CC1
  A: nt	B: nt	C: 19	D: 156	E: -19	F: 156	G: 5	H: 86	I: 81
> CC1(C2(O)CC(c3ccccc3)ON2)CCCCC1 (stereo not given)
  A: 8%	B: 4%	C: -1	D: 61	E: 1	F: 61	G: 6	H: 92	I: 86

These rows are one share of the data; count on the stated rates, not on these rows.
